# Bioassay records as filed in PubChem BioAssay.
# HT1080 IDH1KD tx: toxicity to HT-1080 IDH1 knockdown cells (counter line). HT-1080 IDH1 knockdown viability, ATP luminescence, 48 h. Potency, µM (highest dose often 46.1 µM), without a hit: at the top dose activity, negative = toxicity, usual class: cytotoxic. actives 2% (n = 360,000). AID 686971;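 note: 0% = DMSO wells and -100% = cell-free medium wells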
#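 Using the IDH1-knockdown HT-1080 line run in the same batch and compound series as the NT line, viability after 48 h at 37 °C was determined by CellTiter-Glo luminescence and expressed as % activity.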
# GLP-1R inv ag: inverse agonists of human GLP-1 receptor | P43220 | HEK293 GLP-1R CRE-luciferase, luminescence, 24 h; GLP-1R form is constitutively active | Potency, µM (top dose mostly 38.3 µM), for the others: at the top dose activity change, negative = inhibition, most hits filed as inhibitors | actives 1.6% (n = 410,000) | AID 624417; note: % is set by controls: 0 for no effect and ±100 for the full control effect; nearly all actives have a fitted effect of over 55% in size
# Target sequence (P43220 whole entry, looked up): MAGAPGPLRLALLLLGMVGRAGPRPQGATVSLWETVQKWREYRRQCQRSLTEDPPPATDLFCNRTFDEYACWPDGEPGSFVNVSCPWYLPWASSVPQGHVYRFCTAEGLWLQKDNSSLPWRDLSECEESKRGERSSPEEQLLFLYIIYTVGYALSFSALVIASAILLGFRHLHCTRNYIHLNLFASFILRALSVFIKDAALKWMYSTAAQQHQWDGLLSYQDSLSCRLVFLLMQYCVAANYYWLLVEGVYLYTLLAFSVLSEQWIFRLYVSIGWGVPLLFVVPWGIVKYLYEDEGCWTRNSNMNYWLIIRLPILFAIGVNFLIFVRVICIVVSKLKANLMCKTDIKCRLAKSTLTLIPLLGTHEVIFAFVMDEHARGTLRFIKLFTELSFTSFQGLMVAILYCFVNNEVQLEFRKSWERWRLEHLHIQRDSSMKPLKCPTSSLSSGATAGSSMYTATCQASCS
#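 HEK293 cells stably co-expressing constitutively active GLP-1R and a cAMP-responsive luciferase reporter were seeded in DMEM with 10% Nu serum, given compounds after 12 h, and incubated 24 h at 37 deg C. Luminescence was then read.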
# TDP-43 yeast inh: TDP-43 toxicity inhibition in yeast; actives 1.8% (n = 410,000); TDP-43 expressing yeast growth rescue, BacTiter-Glo, 24 h; AID 652104; Potency, µM (series often up to 46.1 µM), inactives show at the top dose growth rescue (activation), actives largely listed as activators; note: % of control where 0% means no effect; nearly all actives have a fitted effect of over 50% in size
#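 Growth rescue of TDP-43-toxic yeast measured as ATP luminescence (BacTiter-Glo). Cells grown to mid-log in raffinose, induced in galactose at OD600=0.02, exposed to compound 24 hr at 30 deg C.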
# SW480 rerep: DNA re-replication induction in SW480 cells | Potency, µM (highest dose often 46.1 µM), without a hit: at the top dose re-replication activation, usual class: activators | SW480 DNA re-replication, Hoechst DNA content imaging, 48 h | AID 624297 | actives 1.8% (n = 340,000); note: % of control where 0% means no effect; nearly all actives have a fitted effect of over 55% in size
#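 Per well, 250 cells were exposed to pinned compound for 48 hr. Nuclear DNA was visualised with Hoechst (40 min, 37 C) and total object intensity recorded by fluorescence scanning.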
# GLP1R ag: activates the human GLP-1 receptor; actives 0.007% (n = 380,000); AID 624172; Potency, µM (highest dose often 45.6 µM), without a hit: top-dose activation, usual class: activators; HEK293 GLP-1R CRE-luciferase, luminescence, 4-6 h; cells express a hypersensitive GLP-1R form; P43220; note: % of control where 0% means no effect
# GLP1R cytotox: cytotoxic in the GLP-1 receptor inverse agonist counter-screen; HEK293 cAMP-luciferase reporter cells, luminescence, 24 h; Potency, µM (doses to about 38.3 µM), for the others: at the top dose activity change, negative = inhibition, most hits filed as inhibitors; actives 0.13% (n = 410,000);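 note: loss of luciferase light is scored as toxicity; % is set by controls: 0 for no effect and ±100 for the full control effect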
#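 Seeding density was 200 cells/uL; after overnight-length (12 h) culture, 23 nL compounds went on for 24 h at 37 °C. Readout used a luciferase detection reagent, luminescence taken after 12 min at room temperature.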
# HT1080NT lethal: kills 2HG-producing HT-1080-NT fibrosarcoma cells. HT-1080-NT fibrosarcoma viability, CellTiter-Glo ATP luminescence, 48 h. Potency, µM (titrated, usually from 46.1 µM), without a hit: at the top dose activity, negative = less viability, hits mostly cytotoxic. actives 1.6% (n = 360,000);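 note: NT is the 2HG producing partner of a matched IDH1 knockdown line; 0% = DMSO-treated cells and -100% = media-only wells without cells; nearly all actives have a fitted effect of over 55% in size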
#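 Compounds were tested in concentration-response format on HT-1080-NT cells for 48 hours at 37 degrees C. Cell viability came from CellTiter-Glo luminescence; curves were classified by r2, response magnitude and activity.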
# KB-3-1 cytotox: kills parental KB-3-1 adenocarcinoma cells; actives 1.4% (n = 400,000); KB-3-1 viability, CellTiter-Glo ATP luminescence, 72 h; Potency, µM (doses to about 46.1 µM), without a hit: top-dose activity change, negative = cytotoxic, usual class: cytotoxic; note: % is set by controls: 0 for no effect and ±100 for the full control effect; nearly all actives have a fitted effect of over 60% in size
#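 Cells are dispensed, compounds pinned in, plates held at 37 °C for 72 h, then CellTiter-Glo is added and luminescence read after 10 minutes. Cell line: parental KB-3-1 in phenol-red-free DMEM, 10% FBS.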
# KB-V1 cytotox: KB-V1 MDR subline cytotoxicity | KB-V1 MDR cells viability, CellTiter-Glo, 72 h | Potency, µM (doses to about 46.1 µM), without a hit: at the top dose activity change, negative = cytotoxicity, usual class: cytotoxic | actives 3.4% (n = 400,000) | AID 1347076; note: % is set by controls: 0 for no effect and ±100 for the full control effect; nearly all actives have a fitted effect of over 60% in size
#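 Following 72 h at 37 degrees C with compound, KB-V1 cell viability was read by CellTiter-Glo luminescence, medium being phenol-red-free DMEM plus 10% FBS; concentration-response parameters came from normalized, curve-fitted qHTS data.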
# Numbers without * were called inactive; ? = inconclusive; . = not tested or not shown; [ ] = remark or other dose. Calls come from the whole dose curve; as a rule, active = well fitted curve in the direction sought with a large enough effect; inconclusive = small, poorly fitted or top-dose-only effect, or another doubt; inactive = no such curve, though single readings can be large; an effect the other way counts as inactive or inconclusive. Potency is the fitted concentration of half-maximal effect.
SMILES,HT1080 IDH1KD tx,GLP-1R inv ag,TDP-43 yeast inh,SW480 rerep,GLP1R ag,GLP1R cytotox,HT1080NT lethal,KB-3-1 cytotox,KB-V1 cytotox
CC1(C(=O)NC2CCCC2)CCC(=O)N1C1CCN(Cc2ccccc2)CC1 (stereo not given),7%,25%,14%,.,-2%,2%,?,0%,29%
O=C(CCCc1c[nH]c2ccccc12)Nc1ccc(S(=O)(=O)Nc2ncccn2)cc1,-21%,-4%,3%,1%,-1%,-18%,-12%,7%,?
COc1cccc(/C=N/Nc2nc3ccccc3n3cnnc23)c1,6%,16%,19%,-7%,-5%,-3%,10%,12%,28%
CCOC(=O)C1(CCc2ccccc2)CCN(C(=O)c2cc(C)nc(C)n2)CC1,5%,-3%,-12%,-73%[inhibitor],7%,2%,12%,2%,-28%
COc1ccc(OC)c(-c2nc(C(N)=O)c3c(n2)n(-c2ccc4c(c2)OCO4)c(=O)n3C)c1,.,26%,0%,.,-2%,-11%,.,-23%,-16%
COc1ccc([N+](=O)[O-])cc1NC1CCCCC1,-2%,0%,20µM*,12%,1%,-6%,-4%,?,-10%
Cc1ccc(CNC(=O)CCCCn2c(=O)c3ccccc3n(Cc3ccc(C)cc3)c2=O)cc1,.,16%,27%,.,-1%,1%,.,6%,12%
COc1ccc(OC)c(NC(=O)C2CC(=O)n3ncnc3N2)c1 (stereo not given),-4%,15%,-6%,-4%,10%,12%,-6%,-2%,0%
CCCC(=O)Nc1nc2ccc(NC(=O)c3c(F)c(F)c(OC)c(F)c3F)cc2s1,0.65µM*,-63%,2%,?,-1%,-30%,1µM*,2.6µM*,?
Nc1cc(Oc2cccnc2)cc([N+](=O)[O-])c1,7%,23%,25%,-2%,9%,0%,10%,2%,9%
CCOC(=O)c1ccc(Nc2nc3ccccc3nc2NS(=O)(=O)c2ccc(Cl)cc2)cc1,.,-32%,4%,.,.,2%,.,?,-1%
CN1CCN(C(=S)Nc2ccccc2Cl)CC1,1%,-13%,-1%,?,0%,1%,-2%,8%,-9%
COc1ccc([N+](=O)[O-])cc1N(CC(O)CN(CC(C)C)CC(C)C)S(=O)(=O)c1ccc(C)cc1 (stereo not given),-16%,?,-1%,1%,8%,-9%,-17%,?,-26%
CCCCn1c(N)c(N(CCOC)C(=O)CSCc2ccccc2C)c(=O)[nH]c1=O,1%,12%,-5%,1%,-10%,15%,5%,3%,4%
COc1ccc(C(=O)NNC(=O)CSc2nnc(-c3ccc(O)cc3)n2C)cc1,5%,10%,-3%,-9%,-4%,-2%,-2%,0%,?

# Two compounds drawn at random from the list so far, as already listed:
SMILES,HT1080 IDH1KD tx,GLP-1R inv ag,TDP-43 yeast inh,SW480 rerep,GLP1R ag,GLP1R cytotox,HT1080NT lethal,KB-3-1 cytotox,KB-V1 cytotox
CC1(C(=O)NC2CCCC2)CCC(=O)N1C1CCN(Cc2ccccc2)CC1 (stereo not given),7%,25%,14%,.,-2%,2%,?,0%,29%
CCOC(=O)C1(CCc2ccccc2)CCN(C(=O)c2cc(C)nc(C)n2)CC1,5%,-3%,-12%,-73%[inhibitor],7%,2%,12%,2%,-28%

# Additional entries follow.
SMILES,HT1080 IDH1KD tx,GLP-1R inv ag,TDP-43 yeast inh,SW480 rerep,GLP1R ag,GLP1R cytotox,HT1080NT lethal,KB-3-1 cytotox,KB-V1 cytotox
O=C(Nc1cccc(NS(=O)(=O)c2ccc(S(=O)(=O)NC3CC3)cc2)c1)c1ccccn1,-4%,?,-14%,-1%,-6%,-4%,-12%,-6%,-6%
COc1ccc(S(=O)(=O)N(CC(=O)NC2CC2)c2ccc(C)cc2)cc1OC,4%,3%,-5%,1%,-4%,-5%,-1%,-4%,-3%
O=C(NCCc1ccc2c(c1)OCCO2)c1ccc([N+](=O)[O-])cc1Cl,-1%,-19%,12%,-98%[inhibitor],25%,-8%,2%,4%,-24%
CCN(CC)c1cc(C)c2cc(NC(=O)CNC(C)=O)ccc2n1,-3%,0%,9%,3%,-3%,49%[activator],-5%,3%,-25%
Cc1cccc(Cn2cc(SCC(=O)Nc3nccs3)c3ccccc32)c1,-2%,-2%,?,-4%,0%,-6%,2%,11%,9%
CCN1C(=O)N(S(=O)(=O)C(F)(F)F)[C@@H](c2ccccc2)C(C(=O)OC)=C1C,0%,-5%,1%,-11%,0%,16%,-1%,14%,2%
COc1ccc(C(=O)NCC[N+](C)(C)C)cc1,4%,1%,4%,.,0%,1%,22%,12%,4%
CCCCN(C(=O)NC(=O)Nc1ccccc1C)S(C)(=O)=O,-1%,-24%,5%,-2%,6%,-10%,5%,-4%,-6%
CC(=O)Nc1ccc(OCC(=O)N2CCC(Cc3ccccc3)CC2)cc1,-1%,13µM*,0%,-6%,7%,-1%,1%,-3%,?
O=C(O)c1cc(NC(=O)c2ccc(Br)cc2)cc(NC(=O)c2ccc(Br)cc2)c1,1%,13%,-8%,2%,-2%,-2%,0%,-1%,17%
O=C(O)COc1ccc(/C=C/c2nc3ccc([N+](=O)[O-])cc3s2)cc1,6%,4%,28%,8%,0%,78%[activator],?,5%,6%
COC(=O)C1C(c2ccc(Br)cc2)Nc2nnc(C(F)(F)F)n2C1(C)O (stereo not given),-6%,13%,3%,-79%[inhibitor],3%,-2%,-2%,2%,-5%
COCCn1c(SCC(=O)N(C(C)C)C(C)C)nnc1-c1cc2ccccc2cc1O,0%,0%,0%,-15%,-3%,-19%,2%,-5%,?
C=CCn1c(=O)n2ncnc2c2c3c(sc21)CCCC3,7%,61%[activator],?,-10%,10%,-7%,0%,17%,15µM*
CCOC(=O)N1CCC(NC(=O)c2cc3c(-c4cccc(OC)c4)nn(C)c3s2)CC1,-2%,-22%,-18%,1%,-2%,-22%,-1%,-28%,?
COc1cccc(C(=O)Nc2ccccc2-c2nc(-c3ccc(C)cc3)no2)c1,.,2%,4%,.,.,-13%,.,1%,8%
O=C(CSc1n[nH]c(-c2ccc(Br)cc2)n1)NC1CCCC1,-12%,?,-4%,?,1%,-4%,-5%,-31%,?
O=C(CSc1nc2ccccc2s1)N/N=C/c1cc([N+](=O)[O-])ccc1O,?,?,5%,?,1%,-20%,-4%,-5%,-6%
Cc1ccc(OC(=O)Cn2c(C(F)(F)F)nc3ccccc32)cc1,16%,14%,12%,-3%,16%,-26%,11%,-2%,7%
CSc1ccccc1NC(=O)C1CCCO1 (stereo not given),-5%,-6%,-13%,-7%,-14%,2%,2%,-5%,8%
Cc1ccc(Cn2c(C3CCCN3c3nc(-c4ccc(F)cc4)cs3)nc3cc(Cl)c(Cl)cc32)cc1 (stereo not given),1%,-15%,5%,-2%,-2%,8%,-2%,0%,5%
O=C(Nc1ccc2ccccc2n1)c1ccccc1Cl,-8%,?,14%,2%,5%,21%,-6%,-5%,6%
Cc1ccc(S(=O)(=O)N2CCC(=O)N(CCOCc3cccc(Cl)c3)CC2)cc1,-3%,-19%,20%,-6%,3%,3%,-1%,-13%,0%
COCC(=O)N(Cc1cc2ccc(C)cc2[nH]c1=O)c1ccc(OC)cc1,?,-2%,-19%,-5%,0%,6%,-1%,2%,-20%
CC1CSc2nnc(CCc3ccccc3)n21 (stereo not given),2%,-9%,7%,2%,0%,2%,-2%,6%,11%
CCCCSc1nc2[nH]ncc2c(=O)[nH]1,-6%,39%[activator],25%,4%,1%,-13%,-1%,4%,-2%
CCC(=O)Nc1cccc(C2=NOC3(C2)C[C@H](C(N)=O)N(C(=O)CC#N)C3)c1 (stereo not given in full),7%,15%,-4%,0%,7%,-16%,6%,19%,15%
O=C(NC1CCOc2ccccc21)c1ccc(=O)[nH]c1 (stereo not given),-3%,-3%,-20%,-5%,5%,8%,16%,3%,-5%

# By substructure: those above with a nitro group on carbon
SMILES,HT1080 IDH1KD tx,GLP-1R inv ag,TDP-43 yeast inh,SW480 rerep,GLP1R ag,GLP1R cytotox,HT1080NT lethal,KB-3-1 cytotox,KB-V1 cytotox
COc1ccc([N+](=O)[O-])cc1NC1CCCCC1,-2%,0%,20µM*,12%,1%,-6%,-4%,?,-10%
Nc1cc(Oc2cccnc2)cc([N+](=O)[O-])c1,7%,23%,25%,-2%,9%,0%,10%,2%,9%
COc1ccc([N+](=O)[O-])cc1N(CC(O)CN(CC(C)C)CC(C)C)S(=O)(=O)c1ccc(C)cc1 (stereo not given),-16%,?,-1%,1%,8%,-9%,-17%,?,-26%
O=C(NCCc1ccc2c(c1)OCCO2)c1ccc([N+](=O)[O-])cc1Cl,-1%,-19%,12%,-98%[inhibitor],25%,-8%,2%,4%,-24%
O=C(O)COc1ccc(/C=C/c2nc3ccc([N+](=O)[O-])cc3s2)cc1,6%,4%,28%,8%,0%,78%[activator],?,5%,6%
O=C(CSc1nc2ccccc2s1)N/N=C/c1cc([N+](=O)[O-])ccc1O,?,?,5%,?,1%,-20%,-4%,-5%,-6%
